ARNT TACC3 PPI – disruptors of human ARNT/TACC3 interaction. Q9Y6A5. 390,000 tested, 0.66% active. inhibition, % at 9.99 µM. AlphaScreen His-ARNT PAS-B/GST-TACC3 binding, luminescence; TACC3 fragment carries E629A point mutation;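 active means mean inhibition of replicates at least 50% and at least half of replicates each reaching 50%; inconclusive means half or more replicates reach 50% but mean below 50%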;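 further: 0% = complete ARNT plus TACC3 wells and 100% = ARNT alone without TACC3; many hits fall short of the cut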
esBAF inh – inhibitors of esBAF chromatin remodeling in mouse ES cells; AID 602393; reporter increase, % at 12.5 µM; Bmi1-luciferase knock-in reporter, 24 h; 100% = twice the neutral-well signal; 350,000 tested, 2% active; in the data active means activation above about 40%; inconclusive means no clear call, values can overlap the other calls;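 further: 0% = median of the plate's neutral control wells and 100% = double that signal; a rise in the Bmi1 reporter signal indicates esBAF inhibition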
SIRT5 block – blocks human SIRT5 desuccinylation of peptide; Purified SirT5, succinyl-peptide AMC, trypsin-coupled fluorescence; inhibition, % at 15 µM; 330,000 tested, 1.1% active; in the data active means inhibition above about 15%; inconclusive means no clear call, values can overlap the other calls
Target sequence (Q9NXA8 whole entry, looked up): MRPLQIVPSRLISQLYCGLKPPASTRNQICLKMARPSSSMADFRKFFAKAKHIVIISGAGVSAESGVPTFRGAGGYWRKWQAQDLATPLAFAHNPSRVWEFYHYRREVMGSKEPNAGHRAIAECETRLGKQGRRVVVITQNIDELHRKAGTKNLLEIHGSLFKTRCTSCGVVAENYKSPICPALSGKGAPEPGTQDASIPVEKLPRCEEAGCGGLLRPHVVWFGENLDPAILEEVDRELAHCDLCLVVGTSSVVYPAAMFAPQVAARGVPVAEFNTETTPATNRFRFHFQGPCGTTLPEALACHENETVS
miR-122 sensor – miR-122 inhibition in Huh7 cells | 340,000 tested, 0.3% active | Huh7 miR-122 Renilla luciferase sensor, 48 h; neutral wells = 0, positive control = 100 | activation (reporter increase), % at 12.5 µM;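 active means mean replicate activation score at least 90 and every replicate individually at or above 90; inconclusive means only one of the two criteria met; inactive means neither criterion met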;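 further: higher luciferase means less miR-122 activity so hits act as miR-122 inhibitors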
ERp5 block – ERp5 (human) disulfide isomerase inhibition | ERp5 insulin aggregation, absorbance 650 nm, 90 min | inhibition, % at 9.99 µM | 350,000 tested, 0.05% active | AID 651711;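 active means mean replicate inhibition above about 25%, with every replicate also reaching it, limit read from the data, passing the limit was not always enough; inconclusive means only one of those two criteria met; inactive means neither criterion met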
Target sequence (Q15084 whole entry, looked up): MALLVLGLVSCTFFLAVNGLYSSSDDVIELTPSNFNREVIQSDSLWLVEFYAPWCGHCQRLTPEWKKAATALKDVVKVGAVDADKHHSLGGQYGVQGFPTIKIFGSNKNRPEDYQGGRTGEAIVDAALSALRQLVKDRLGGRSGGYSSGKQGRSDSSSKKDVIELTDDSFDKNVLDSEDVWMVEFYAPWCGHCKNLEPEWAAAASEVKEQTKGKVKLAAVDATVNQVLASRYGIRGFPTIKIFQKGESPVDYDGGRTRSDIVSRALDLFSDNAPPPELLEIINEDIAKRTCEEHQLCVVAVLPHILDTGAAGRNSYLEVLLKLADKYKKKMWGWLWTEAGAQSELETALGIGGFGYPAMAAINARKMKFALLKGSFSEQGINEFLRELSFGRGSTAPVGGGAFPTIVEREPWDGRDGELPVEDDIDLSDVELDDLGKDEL
C2C12 statin – suppressors of simvastatin-induced myotoxicity in C2C12 myotubes; ATP luminescence, 48 h; scaled: DMSO 0, geranylgeraniol control 100; rescue of ATP level, % at 7.49 µM; 330,000 tested, 0.78% active; AID 602340;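 active means mean ATP rescue above about 67%, or every replicate alone reaching that limit, limit read from the data, passing the limit was not always enough; inconclusive means no clear call, values can overlap the other calls; inactive means mean under the limit and some replicate under it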;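 further: myotubes were challenged with 10 µM simvastatin during compound exposure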
Cneo AK release – causes C. neoformans cell lysis; lysis activity, % at 15 µM; 360,000 tested, 0.2% active; adenylate kinase release luminescence, 4 h; normalised: neutral wells 0, clomiphene wells 100;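 active means mean lysis activity across replicates of at least 80%, whatever share of replicates individually reach that level; inactive means mean lysis activity below 80%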
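Material: C. neoformans cells | Amount: Yeast cell density of 5 × 10^6 cells/mL | Medium: Fresh YPD growth medium | Dosing: Single dose | Times: Static 4 h at 37 °C with compound, 1 h detection | Detection: AK luminescence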
* marks the source's active call; other numbers are inactive results; ? = inconclusive; . = no result given; & = joins results of further samples; [ ] = another dose, or the depositor's remark. Outcome played no part in choosing rows; overall some 4% were active at least once.

| mol | ARNT TACC3 PPI | esBAF inh | SIRT5 block | miR-122 sensor | ERp5 block | C2C12 statin | Cneo AK release |
| --- | --- | --- | --- | --- | --- | --- | --- |
| CCOC(=O)N1CCC(NC(=O)CSCc2nc(-c3ccc(OC)cc3)oc2C)CC1 | -3 | . | -8 | . | 6 | . | . |
| CCCCn1c(N)c(N(CC(C)C)C(=O)CCCn2c(=O)oc3ccccc32)c(=O)[nH]c1=O | 0 | -3 | 0 | 1 | -1 | 9 | 0 |
| CCOC(=O)CSc1ccc(S(=O)(=O)N2CCC(C)CC2)cc1[N+](=O)[O-] | -7 | . | 6 | -1 | 4 | . | 3 |
| COc1ccccc1-c1ccc2c(c1)O[C@@H](CN(C)S(=O)(=O)c1ccc(F)cc1)[C@@H](C)CN([C@H](C)CO)S2(=O)=O | 17 | 0 | 20* | -24[16.7 µM] | 3 | -26 | 1 |
| CN1CCC(C)(C(=O)Nc2ccc3c(c2)OCCO3)C1 (configuration not stated) | . | 3 | . | 0 | -6 | 5 | -4 |
| Cc1ccc(C(=O)N2CCCC(Nc3ccc(F)cc3)C2)cc1C (configuration not stated) | -3 | 10 | 0 | -2 | -5 | -12 | 1 |
| CC(C)c1ccc(NC(=O)COc2ccccc2)cc1 | -9 | 79* | -1 | 7 | 4 | -5 | -1 |
| CN(C)CC(=O)N1[C@@H](CO)[C@@H]2c3ccccc3N(C(=O)Cc3ccccc3)C[C@@H]21 | 2 | -2 | -1 | 14[16.7 µM] | 0 | 0 | 0 |
| CC1CCCCC1NC(=O)CN1C(=O)NC(C)(c2cc(F)ccc2F)C1=O (configuration not stated) | . | 0 | -1 | . | 4 | 6 | 0 |
| CCS(=O)(=O)N1CCC(c2nc(-c3ccc(C)cc3)no2)CC1 | -9 | ? | . | 0 | . | -25 | 0 |
| CCC(NC(=O)Nc1ccc(O)cc1)(C(F)(F)F)C(F)(F)F | 5 | -6 | . | -6 | . | 2 | -2 |
| CCOC(=O)c1oc2ccc(/C=N/O)c(Cl)c2c1C | 1 | . | -3 | . | 1 | . | . |
| N#Cc1c(NC(=O)C2CC=CCC2C(=O)O)sc2c1CCCCCC2 (configuration not stated) | -5 | . | . | 2 | . | . | 1 |
| CCOC(=O)c1cc(C#N)c(Nc2ccccc2OC)nc1C(F)(F)F | -4 | . | 3 | . | 5 | . | . |
| CCOC(=O)c1cccc(NC(=S)N2CCN(c3ncc4c(=O)c(C(=O)O)cn(CC)c4n3)CC2)c1 | -2 | . | -1 | . | -6 | . | . |
| COc1ccc(C(=O)NC(=O)NC2(C(Cl)(Cl)Cl)OCCO2)cc1 | -8 | -5 | -1 | . | 1 | . | -6 |
| CC(=O)N1[C@@H]2c3ccc(-c4cccc(F)c4)c(=O)n3C[C@@H]2[C@@H](CO)[C@@H]1C(=O)NCCCN(C)C | 6 | -2 | -20 | . | -6 | -33 | -2 |
| C[C@@H]1CCCCO[C@H](CN(C)C(=O)c2ccccc2)[C@H](C)CN([C@@H](C)CO)C(=O)c2cc(NS(C)(=O)=O)ccc2O1 | 6 | -2 | -3 | 7[16.7 µM] | 2 | -11 | -1 |
| O=C1NC(=O)C2(CCc3ccccc32)N1 (configuration not stated) | 24 | -8 | . | -3 | . | 65* | -1 |
| Cc1c(Cl)cccc1NC(=S)N1CCCCCC1 | 19 | . | -2 | 4 | 4 | . | 2 |
| Cc1ccc(-c2nc3c(cnn3-c3ccccc3)c(=O)o2)cc1 | -7 | -4 | -2 | 2 | ? | 23 | -3 |
| CCOC(=O)c1cc(-c2ccccc2)sc1NC(=O)C(C)OC(=O)c1ccncc1 (configuration not stated) | 4 | . | -4 | -12 | -3 | . | -2 |
| CN1C(=O)CC(N2CCC(c3nc4ccccc4s3)CC2)C1=O (configuration not stated) | -1 | 14 | . | 3 | . | 0 | -1 |
| CC(=O)c1ccc(NC(=O)/C(=C\c2cccs2)NC(=O)c2ccco2)cc1 | -3 | . | 0 | . | 2 | . | . |
| O=C(Nc1ccc2ncccc2c1)Nc1ccc2ncccc2c1 | -10 | ? | 2 | . | -1 | -12 | 1 |
| Cc1ccc(S(=O)(=O)N(C)C[C@@H]2Oc3ccc(NC(=O)NC(C)C)cc3C(=O)N([C@@H](C)CO)C[C@@H]2C)cc1 | 1 | 6 | -10 | -5[16.7 µM] | 4 | -35 | 2 |
| CCOc1ccc(C(C)(C)C)cc1S(=O)(=O)N1CCOCC1 | 15 | 0 | . | 10 | . | 0 | 0 |
| CNCCC=C1c2ccccc2C=Cc2ccccc21 | 2 | 0 | -1 | -8 | -10 | -6 | 0 |
| Nc1ncc(S(=O)(=O)c2ccc(Cl)cc2)c(N)n1 | -5 | -2 | 0 | -7 | 0 | 1 | -3 |
| CO[C@@H]1CN(C)C(=O)c2cc(NC(C)=O)ccc2OC[C@@H](C)N(Cc2cc(-c3ccccc3)on2)C[C@H]1C | 6 | 4 | 2 | . | 0 | -9 | -52 |
| COc1ccc(NC(=O)Nc2ccc3c(c2)C(=O)N([C@H](C)CO)C[C@H](C)[C@@H](CN(C)C(=O)NC2CCCCC2)OCCCC[C@@H](C)O3)cc1 | 0 | -5 | -7 | -9[16.7 µM] | 1 | . | -2 |
| Cc1noc(C)c1NC(=O)N(C)C[C@H]1Oc2ccc(NC(=O)CCCCCC(=O)Nc3ccccc3N)cc2C(=O)N([C@@H](C)CO)C[C@@H]1C | -2 | 8 | . | 1[16.7 µM] | -5 | 23 | -2 |
| CCC(=O)Nc1ccc2c(c1)OC[C@H](C)N(C(=O)CN1CCOCC1)C[C@H](C)[C@@H](OC)CN(C)C2=O | -22 | -2 | -2 | 1[16.7 µM] | 2 | -21 | -1 |
| Cc1ccc(S(=O)(=O)Nc2ccc3c(c2)nc(C)n3C)cc1 | -5 | . | -6 | . | -3 | . | . |
| O=C(OCC(=O)N1CCN(S(=O)(=O)c2ccc(Cl)cc2)CC1)c1cccc(OC(F)F)c1 | 2 | -6 | -1 | 3 | -1 | 2 | -1 |
| CC(C)(C)OC(=O)N/N=C/c1cccn1-c1ccc([N+](=O)[O-])cc1 | 15 | -4 | 2 | 7 | -5 | 18 | -6 |
| O=C(CCc1ccccc1)NNC(=S)Nc1ccc(F)cc1 | -1 | -3 | 2 | -6 | -7 | -12 | -1 |
| COc1cccc(NC(=O)CC2C(=O)NCCN2C(=S)Nc2ccc(F)cc2)c1 (configuration not stated) | -3 | 4 | -2 | -1 | -2 | 1 | 0 |
| O=C(Nc1ccc(S(=O)(=O)Nc2ncccn2)cc1)c1cccc([N+](=O)[O-])c1 | . | 4 | -1 | 2 | 0 | 4 | 2 |
| CCOC(=O)C[C@H]1c2cc(C(F)(F)F)ccc2S(=O)(=O)N1Cc1ccccc1 | -6 | -8 | . | 2 | 2 | 27 | 2 |
| COCC(=O)N(C)C[C@@H]1Oc2ncc(-c3ccc(C)cc3)cc2C(=O)N([C@H](C)CO)C[C@H]1C | -2 | 4 | 1 | -1[16.7 µM] | 5 | 8 | 0 |
| O=C(CN1CCN(S(=O)(=O)c2ccc(Br)cc2)CC1)N/N=C/c1ccc(Cl)c([N+](=O)[O-])c1 | -4 | . | -1 | . | 4 | . | . |
| C[C@H](CO)N1C[C@H](C)[C@@H](CN(C)Cc2ccncc2)Oc2ccc(NC(=O)CCCCCC(=O)Nc3ccccc3N)cc2C1=O | 7 | 0&4 | -1 | -1[16.7 µM] | 18&1 | 2 | 5&-1 |
| C=CCc1ccccc1OCC(=O)O | -24 | . | 0 | . | -6 | . | . |
| CCCCNc1nc(Nc2ccc(C)c(Cl)c2)c2cnn(C)c2n1 | -8 | -6 | 3 | . | 2 | -22 | -1 |
| COc1ccc(-c2cc(NC=O)c3ncc(-c4cc(OC)c(OC)c(OC)c4)n3c2)c(OC)c1 | . | -30 | 1 | . | -5 | -27 | 4 |
| C[C@@H]1CN([C@@H](C)CO)C(=O)Cc2cc(NC(=O)Cc3ccccc3)ccc2O[C@H]1CN(C)Cc1ccc(Oc2ccccc2)cc1 | 12 | 2 | 9 | -7[16.7 µM] | 2 | 50 | 35 |
| CCS(=O)(=O)c1ccc(O)c(NC(=O)COc2ccc(OC)cc2)c1 | 16 | -4 | . | -4 | . | -7 | -3 |

A few values from the results shown.
O=C(CN1CCN(S(=O)(=O)c2ccc(Br)cc2)CC1)N/N=C/c1ccc(Cl)c([N+](=O)[O-])c1 in ERp5 block: 4
C=CCc1ccccc1OCC(=O)O in SIRT5 block: 0
COc1ccc(-c2cc(NC=O)c3ncc(-c4cc(OC)c(OC)c(OC)c4)n3c2)c(OC)c1 in Cneo AK release: 4

Entries of single compounds from above. Screens in order: ARNT TACC3 PPI	esBAF inh	SIRT5 block	miR-122 sensor	ERp5 block	C2C12 statin	Cneo AK release
Profile of `O=C(CCc1ccccc1)NNC(=S)Nc1ccc(F)cc1` = -1	-3	2	-6	-7	-12	-1
Profile of `C[C@@H]1CN([C@@H](C)CO)C(=O)Cc2cc(NC(=O)Cc3ccccc3)ccc2O[C@H]1CN(C)Cc1ccc(Oc2ccccc2)cc1` = 12	2	9	-7[16.7 µM]	2	50	35
Profile of `O=C(Nc1ccc(S(=O)(=O)Nc2ncccn2)cc1)c1cccc([N+](=O)[O-])c1` = .	4	-1	2	0	4	2
Profile of `C=CCc1ccccc1OCC(=O)O` = -24	.	0	.	-6	.	.
Profile of `COCC(=O)N(C)C[C@@H]1Oc2ncc(-c3ccc(C)cc3)cc2C(=O)N([C@H](C)CO)C[C@H]1C` = -2	4	1	-1[16.7 µM]	5	8	0

Next section
| mol | ARNT TACC3 PPI | esBAF inh | SIRT5 block | miR-122 sensor | ERp5 block | C2C12 statin | Cneo AK release |
| --- | --- | --- | --- | --- | --- | --- | --- |
| Cc1cc(OCCn2nc(C(=O)O)c3ccccc3c2=O)ccc1C(C)C | -2 | 0 | -10 | -3 | 0 | -60 | -3 |
| O=C(c1cn(-c2ccccc2)nc1-c1cccs1)N1CCN(c2ccc(F)cc2)CC1 | 0 | 13 | . | 6 | . | 42 | -1 |
| CN1c2ccc(-c3ccc(F)cc3)cc2[C@@H]2[C@@H](CCN2C(=O)Nc2ccc(F)cc2)[C@@H]1CO | 5 | -1 | . | 16[16.7 µM] | . | 24 | 0 |
| CC(=O)CC[C@@H](C)O[C@@H]1OC(C)[C@H](O)CC1O (some centres not stated) | -5 | -6 | . | 1 | 2 | 0 | -1 |
| Cc1ccc(C(=O)N2CCN(S(=O)(=O)c3cc(Br)ccc3Br)CC2)o1 | -24 | -2 | -7 | . | 1 | 33 | -2 |
| CC(C)CCOc1cccc(OCC(=O)N(C)C2CCS(=O)(=O)C2)c1 (configuration not stated) | . | 15 | . | 4 | . | 3 | 3 |
| Cc1cc(C(=O)Nc2cccc3c2O[C@@H](CN(C)Cc2ccc(-c4ccccc4)cc2)[C@H](C)CN([C@H](C)CO)C3=O)n(C)n1 | -13 | 9 | 1 | -11[16.7 µM] | -6 | -14 | -3 |
| C[C@H]1CN([C@@H](C)CO)S(=O)(=O)c2ccc(C3=CCCC3)cc2O[C@H]1CN(C)C(=O)c1cnccn1 | -5 | 6 | 1 | 11[16.7 µM] | -2 | 30 | -3 |

Assay outcomes deposited in PubChem by Broad Institute.
